High-throughput results as filed in PubChem.
MEX-5 binding: MEX-5 zinc finger RNA-binding disruptors – biochemical, C. elegans, fluorescence polarization, MLPCN library, primary screen. 0.38% of 300,000 active. AID 1832, 2009. Zinc finger protein mex-5 (Caenorhabditis elegans), Q9XUB2. MEX-5/FITC-TCR2 RNA binding; stronger effect = lower value. activity score (negative = inhibition of binding), % at 10 µM;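 active = inhibition past about -25% in most replicates, and total fluorescence under double the plate's negative control median, limit read from the data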;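 also: 0% = DMSO and -100% = 5 µM competing unlabeled TCR2 RNA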
Target sequence (Q9XUB2 whole entry, looked up): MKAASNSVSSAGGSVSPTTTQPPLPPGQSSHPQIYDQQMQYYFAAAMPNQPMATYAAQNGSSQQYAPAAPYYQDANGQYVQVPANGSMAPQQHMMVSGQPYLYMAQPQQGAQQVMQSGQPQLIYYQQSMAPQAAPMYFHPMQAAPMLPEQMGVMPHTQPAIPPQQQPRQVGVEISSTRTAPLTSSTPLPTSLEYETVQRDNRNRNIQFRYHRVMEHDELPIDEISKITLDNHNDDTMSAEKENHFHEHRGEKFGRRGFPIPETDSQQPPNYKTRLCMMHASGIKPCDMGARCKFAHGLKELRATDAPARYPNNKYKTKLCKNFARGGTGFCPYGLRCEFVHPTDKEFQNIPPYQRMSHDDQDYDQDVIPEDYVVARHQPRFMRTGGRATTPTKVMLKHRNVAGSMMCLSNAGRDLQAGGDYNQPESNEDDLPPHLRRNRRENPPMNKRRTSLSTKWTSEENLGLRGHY
CR mimetic SO: reduction of superoxide in aged yeast, primary screen, HTS; S. cerevisiae aged cells, superoxide DHE fluorescence; stronger effect = lower value; superoxide response (% of plate mean), % at 10 µM; 0.18% of 330,000 active; AID 2690, 2010;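 active = superoxide response under a set limit, about three screen SD below normal, cut at about 65% in these data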;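 also: yeast aged for seven days with compound at 30 °C before DHE staining; 100% = average MFI of all compound-treated wells on the plate with controls excluded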
BCLXL inh: inhibitors of human Bcl-xL, primary screen, biochemical, fluorescence polarization, HTS; inhibition, % at 10.9 µM; Bcl-2-like protein 1 (Homo sapiens), Q07817; 0.7% of 320,000 active; GST-Bcl-xL / FITC-Bim BH3 peptide fluorescence polarization;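 active = inhibition above the mean of all tested compounds plus 3 SD, cutoff set per campaign, cut at about 30% in these data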;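 also: 0% = DMSO wells and 100% = unlabeled Bim-BH3 peptide competitor; inhibitors lower millipolarization by displacing the labeled peptide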
GLD-1 RNA inh: GLD-1/TGE RNA complex disruptors, primary screen, biochemical, fluorescence polarization; AID 2280, 2010; inhibition, % at 5.96 µM; purified GLD-1 + fluorescein TGE RNA; 0.44% of 320,000 active; Female germline-specific tumor suppressor gld-1 (Caenorhabditis elegans), Q17339;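 active = percent inhibition above a per-plate cutoff, the plate mean of test compounds plus 3 SD, cut at about 30% in these data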;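 also: 0% = DMSO wells with GLD-1 and probe and 100% = wells lacking GLD-1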
EBNA-1 inhibitor: EBNA-1 DNA-binding inhibitors, primary screen, biochemical, fluorescence polarization | inhibition, % at 14.8 µM | AID 1950, 2009 | 0.34% of 300,000 active; in the data active = inhibition above about 28%
MCL1 BIM primary: inhibitors of MCL1 binding to BIM-BH3, primary screen, biochemical, fluorescence polarization; 0.68% of 320,000 active; AID 2057, 2009; GST-MCL1 / FITC-Bim-BH3 fluorescence polarization; inhibition, % at 10.9 µM;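 active = inhibition above the mean inhibition of all tested compounds plus 3 SD, set per campaign, cut at about 40% in these data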;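 also: 0% = DMSO wells and 100% = unlabeled Bim-BH3 peptide control; higher means more loss of mP so more displacement of Bim peptide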
Target sequence (Q07820 whole entry, looked up): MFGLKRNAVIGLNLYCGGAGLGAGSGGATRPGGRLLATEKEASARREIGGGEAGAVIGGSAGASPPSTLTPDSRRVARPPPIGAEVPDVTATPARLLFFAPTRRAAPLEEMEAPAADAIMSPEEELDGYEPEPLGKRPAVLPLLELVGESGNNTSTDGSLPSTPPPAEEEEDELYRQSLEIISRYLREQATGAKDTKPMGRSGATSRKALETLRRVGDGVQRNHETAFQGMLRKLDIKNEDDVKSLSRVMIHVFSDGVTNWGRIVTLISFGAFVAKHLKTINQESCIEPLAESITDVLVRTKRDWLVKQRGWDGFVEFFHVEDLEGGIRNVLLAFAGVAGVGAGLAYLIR
Fam108B inh: mouse Fam108B serine hydrolase inhibitors, primary screen, counter-screen for RBBP9 inhibitor project, biochemical, fluorescence polarization; 0.33% of 300,000 active; recombinant Fam108B, FP-Rh probe fluorescence polarization; AID 1947, 2009; inhibition, % at 9.51 µM;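 active = inhibition above the screen mean inhibition plus 3 SD, computed separately per campaign, cut at about 18% in these data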;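 also: inhibitors lower polarization as less probe binds the enzyme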
ZTA counter: blocks Epstein-Barr virus ZTA, an EBNA-1 counter-screen. ZTA-DNA binding, fluorescence polarization. 0.15% of 320,000 active. P03206. inhibition, % at 11 µM. AID 2234; in the data active = inhibition above about 33%
Target sequence (P03206 whole entry, looked up): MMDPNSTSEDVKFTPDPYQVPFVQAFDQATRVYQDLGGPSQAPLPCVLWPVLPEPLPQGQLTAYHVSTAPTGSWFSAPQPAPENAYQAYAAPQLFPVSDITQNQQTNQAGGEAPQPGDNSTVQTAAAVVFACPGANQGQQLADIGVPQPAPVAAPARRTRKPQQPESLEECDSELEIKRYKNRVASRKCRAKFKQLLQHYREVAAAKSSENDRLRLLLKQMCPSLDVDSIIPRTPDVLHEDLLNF
Efflux pump inh: inhibitors of Candida efflux pumps in yeast, primary screen, S. cerevisiae, Nile Red, multiplex. inhibition, % at 10 µM. 0.44% of 330,000 active. S. cerevisiae Candida pump triplex;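 active = plate passing quality check with inhibition over a set limit, or well fluorescence over plate mean plus 4 SD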;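 also: Nile Red retained in pooled yeast measured as flow cytometry median fluorescence; 0% = buffer negative control and 100% = Enniatin B positive control; higher means more Nile Red kept so more efflux inhibition; some compounds called inactive have numbers as strong as hits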
* hit, by the source's call.

Start of the listing, in advance:
Results for CCc1noc(C)c1C(=O)Nc1cc(S(=O)(=O)N(CC)CC)ccc1N1CCOCC1 ?
MEX-5 binding: 0.6; CR mimetic SO: 90; BCLXL inh: 2; GLD-1 RNA inh: -6; EBNA-1 inhibitor: -10; MCL1 BIM primary: 1; Fam108B inh: 4; ZTA counter: 3; Efflux pump inh: 0.0

Results for Cc1ccc(Nc2ccc(C(=O)O)cc2N)cc1 ?
MEX-5 binding: -2.0; CR mimetic SO: 99; BCLXL inh: 10; GLD-1 RNA inh: 4; EBNA-1 inhibitor: -3; MCL1 BIM primary: 10; Fam108B inh: -9; ZTA counter: 4; Efflux pump inh: -0.1

How did O=C(CN1C(=O)NC2(CCCCC2)C1=O)Nc1nc2c(F)cc(F)cc2s1 do in these assays?
MEX-5 binding: 0.4; CR mimetic SO: 100; BCLXL inh: -4; GLD-1 RNA inh: -5; EBNA-1 inhibitor: 5; MCL1 BIM primary: -12; Fam108B inh: 1; ZTA counter: 8; Efflux pump inh: 0.0

Results for CC(C)OC(=O)c1c2c(n3ccccc13)C(=O)c1ccccc1C2=O ?
MEX-5 binding: -31*; CR mimetic SO: 112; BCLXL inh: 89*; GLD-1 RNA inh: -7; EBNA-1 inhibitor: -17; MCL1 BIM primary: 122*; Fam108B inh: 5; ZTA counter: -34; Efflux pump inh: -0.3

The list itself, from the first entry:
Results for CCc1noc(C)c1C(=O)Nc1cc(S(=O)(=O)N(CC)CC)ccc1N1CCOCC1 ?
MEX-5 binding: 0.6; CR mimetic SO: 90; BCLXL inh: 2; GLD-1 RNA inh: -6; EBNA-1 inhibitor: -10; MCL1 BIM primary: 1; Fam108B inh: 4; ZTA counter: 3; Efflux pump inh: 0.0

Results for Cc1ccc(Nc2ccc(C(=O)O)cc2N)cc1 ?
MEX-5 binding: -2.0; CR mimetic SO: 99; BCLXL inh: 10; GLD-1 RNA inh: 4; EBNA-1 inhibitor: -3; MCL1 BIM primary: 10; Fam108B inh: -9; ZTA counter: 4; Efflux pump inh: -0.1

How did O=C(CN1C(=O)NC2(CCCCC2)C1=O)Nc1nc2c(F)cc(F)cc2s1 do in these assays?
MEX-5 binding: 0.4; CR mimetic SO: 100; BCLXL inh: -4; GLD-1 RNA inh: -5; EBNA-1 inhibitor: 5; MCL1 BIM primary: -12; Fam108B inh: 1; ZTA counter: 8; Efflux pump inh: 0.0

Results for CC(C)OC(=O)c1c2c(n3ccccc13)C(=O)c1ccccc1C2=O ?
MEX-5 binding: -31*; CR mimetic SO: 112; BCLXL inh: 89*; GLD-1 RNA inh: -7; EBNA-1 inhibitor: -17; MCL1 BIM primary: 122*; Fam108B inh: 5; ZTA counter: -34; Efflux pump inh: -0.3

How did CCN(CC)C(=O)c1sc(NC(=O)Cc2ccc(OC)cc2)c(C#N)c1C do in these assays?
MEX-5 binding: 1.7; CR mimetic SO: 99; BCLXL inh: -2; GLD-1 RNA inh: 0; EBNA-1 inhibitor: 1; MCL1 BIM primary: -5; Fam108B inh: 1; ZTA counter: -3; Efflux pump inh: 0.0

Results for COCCN(CC(=O)Nc1cccc(C)c1C)C(=O)c1oc2c(Cl)cccc2c1C ?
CR mimetic SO: 94; BCLXL inh: 2; GLD-1 RNA inh: 1; MCL1 BIM primary: -1; ZTA counter: 5; Efflux pump inh: 0.3

How did Cc1ccc(-c2nnc(Nc3ccccc3)o2)cc1 do in these assays?
MEX-5 binding: -1.6; CR mimetic SO: 78; BCLXL inh: -4; GLD-1 RNA inh: -4; EBNA-1 inhibitor: 0; MCL1 BIM primary: 6; Fam108B inh: 8; ZTA counter: -20; Efflux pump inh: 0.0

Results for O=C(CN1C(=O)c2ccccc2S1(=O)=O)NC1CC2CCC1C2 (stereo not given) ?
MEX-5 binding: 1.6; CR mimetic SO: 94; BCLXL inh: -2; GLD-1 RNA inh: -1; EBNA-1 inhibitor: 9; MCL1 BIM primary: -2; Fam108B inh: 2; ZTA counter: 8; Efflux pump inh: 0.0

Results for COc1ccc(S(=O)(=O)Nc2ccc3c(c2)COC3=O)cc1OC ?
MEX-5 binding: 1.7; CR mimetic SO: 98; BCLXL inh: 4; GLD-1 RNA inh: 3; EBNA-1 inhibitor: 5; MCL1 BIM primary: 1; Fam108B inh: 3; ZTA counter: -8; Efflux pump inh: -0.2

Results for CN(C)C(=S)NCc1ccccc1 ?
MEX-5 binding: 0.4; CR mimetic SO: 102; BCLXL inh: 2; GLD-1 RNA inh: 5; EBNA-1 inhibitor: -5; MCL1 BIM primary: 8; Fam108B inh: -3; ZTA counter: 12; Efflux pump inh: -0.2

How did CCn1c(SCC(=O)c2c(N)n(C3CC3)c(=O)[nH]c2=O)nc2cc(S(N)(=O)=O)ccc21 do in these assays?
CR mimetic SO: 93; BCLXL inh: -10; GLD-1 RNA inh: 2; MCL1 BIM primary: -5; ZTA counter: 9; Efflux pump inh: 0.1

Results for CC(=O)N1CCc2cc(S(=O)(=O)NCCCN3CCN(Cc4ccccc4)CC3)ccc21 ?
MEX-5 binding: -1.8; CR mimetic SO: 99; BCLXL inh: 6; GLD-1 RNA inh: 0; EBNA-1 inhibitor: 2; MCL1 BIM primary: 1; Fam108B inh: -2; ZTA counter: 0; Efflux pump inh: 0.0

Results for CCOc1ccc(NC(=O)C(=O)NCC2CCCN2CC)cc1 (stereo not given) ?
MEX-5 binding: -2.0; CR mimetic SO: 98; BCLXL inh: 2; GLD-1 RNA inh: 1; EBNA-1 inhibitor: 0; MCL1 BIM primary: 6; Fam108B inh: 2; ZTA counter: -3; Efflux pump inh: 0.1

What do the screens show for `Cn1c(Cn2cnc([N+](=O)[O-])n2)nnc1SCC(=O)Nc1ccc(Br)cc1`?
CR mimetic SO: 138; BCLXL inh: 5; GLD-1 RNA inh: 5; EBNA-1 inhibitor: 8; MCL1 BIM primary: 3; Fam108B inh: 11; ZTA counter: -4; Efflux pump inh: -0.2

How did COC(=O)c1c(Cl)c2n3ccccc3c(C)c(-c3ccccc3)c-2c1C(=O)OC do in these assays?
MEX-5 binding: -41*; CR mimetic SO: 112; BCLXL inh: 172*; GLD-1 RNA inh: 179*; EBNA-1 inhibitor: -2; MCL1 BIM primary: active; Fam108B inh: 19*; ZTA counter: -16; Efflux pump inh: 0.1

How did O=C(CN(Cc1cccs1)C(=O)c1csnn1)NC1CCCC1 do in these assays?
MEX-5 binding: 1.2; CR mimetic SO: 101; BCLXL inh: 0; GLD-1 RNA inh: 1; EBNA-1 inhibitor: 6; MCL1 BIM primary: 9; Fam108B inh: -1; ZTA counter: 0; Efflux pump inh: -0.1

How did CCNc1nc(Oc2ccc(F)cc2)cc(C(F)(F)F)n1 do in these assays?
MEX-5 binding: -0.1; CR mimetic SO: 105; BCLXL inh: 1; GLD-1 RNA inh: 4; EBNA-1 inhibitor: -9; MCL1 BIM primary: 3; Fam108B inh: -4; ZTA counter: 3; Efflux pump inh: 0.0

How did CCOC(=O)CNC(=O)c1cnc(Nc2ccccc2OC)c2ccccc12 do in these assays?
MEX-5 binding: -0.6; CR mimetic SO: 93; BCLXL inh: 3; GLD-1 RNA inh: 2; EBNA-1 inhibitor: 9; MCL1 BIM primary: -1; Fam108B inh: 3; ZTA counter: 8; Efflux pump inh: -0.1

Results for COc1cccc(N(C(=O)c2snc(C(N)=O)c2N)C(C(=O)NCC2CCCO2)c2c[nH]c3ccccc23)c1 (stereo not given) ?
MEX-5 binding: 2.1; CR mimetic SO: 115; BCLXL inh: 3; GLD-1 RNA inh: 8; EBNA-1 inhibitor: -4; MCL1 BIM primary: 8; Fam108B inh: 1; ZTA counter: -3; Efflux pump inh: 0.0

What do the screens show for `CCCCNC(=O)c1ccccc1Cl`?
MEX-5 binding: -0.6; CR mimetic SO: 96; BCLXL inh: -2; GLD-1 RNA inh: 10; EBNA-1 inhibitor: 3; MCL1 BIM primary: -2; Fam108B inh: -1; ZTA counter: 1; Efflux pump inh: 0.1

How did CC(=O)c1sc2nc(C)cc(C)c2c1N do in these assays?
MEX-5 binding: -0.1; CR mimetic SO: 91; BCLXL inh: 1; GLD-1 RNA inh: -3; EBNA-1 inhibitor: 6; MCL1 BIM primary: -4; Fam108B inh: 1; ZTA counter: 8; Efflux pump inh: 0.0

What do the screens show for `COc1ccc(C(C(=O)NC2CCCC2)N(C(=O)Cc2cccs2)C2CC2)cc1OC` (stereo not given)?
MEX-5 binding: -4.2; CR mimetic SO: 91; BCLXL inh: -1; GLD-1 RNA inh: -6; EBNA-1 inhibitor: 6; MCL1 BIM primary: -1; Fam108B inh: -7; ZTA counter: 1; Efflux pump inh: 0.1

What do the screens show for `CCCc1nc2ccc(NC(=O)c3ccco3)cc2c(=O)n1Cc1ccccc1Cl`?
MEX-5 binding: 0.9; CR mimetic SO: 98; BCLXL inh: 9; GLD-1 RNA inh: 12; EBNA-1 inhibitor: -2; MCL1 BIM primary: 10; Fam108B inh: 3; ZTA counter: 13; Efflux pump inh: 0.0

What do the screens show for `COc1c2ccoc2nc2c(OC)c(OCC(O)C(C)(C)O)ccc12` (stereo not given)?
CR mimetic SO: 93; BCLXL inh: 1; GLD-1 RNA inh: 8; EBNA-1 inhibitor: -3; MCL1 BIM primary: -6; Fam108B inh: 2; ZTA counter: 6; Efflux pump inh: -0.1

How did Cc1ccc(OCC(=O)c2cc(C)n(Cc3cccs3)c2C)c([N+](=O)[O-])n1 do in these assays?
MEX-5 binding: 0.2; CR mimetic SO: 95; BCLXL inh: -2; GLD-1 RNA inh: 1; EBNA-1 inhibitor: -1; MCL1 BIM primary: -3; Fam108B inh: 0; ZTA counter: -8; Efflux pump inh: -0.1

How did Cc1cc(N2CC(C(=O)NCc3cccs3)CC2=O)ccc1C(C)C (stereo not given) do in these assays?
MEX-5 binding: 2.7; CR mimetic SO: 98; BCLXL inh: 5; GLD-1 RNA inh: -3; EBNA-1 inhibitor: 3; MCL1 BIM primary: -2; Fam108B inh: 4; ZTA counter: 13; Efflux pump inh: 0.0

What do the screens show for `COc1cccc(CNC(=O)c2ccc(CS(=O)(=O)Cc3ccccc3C)o2)c1`?
MEX-5 binding: 0.4; CR mimetic SO: 103; BCLXL inh: 4; GLD-1 RNA inh: 4; EBNA-1 inhibitor: -11; MCL1 BIM primary: 10; Fam108B inh: 1; ZTA counter: -32; Efflux pump inh: -0.1

What do the screens show for `CC(=O)N(Cc1ccccc1)Cc1cn(CCC#N)nc1-c1cccc([N+](=O)[O-])c1`?
MEX-5 binding: -1.1; CR mimetic SO: 102; BCLXL inh: 0; GLD-1 RNA inh: 1; EBNA-1 inhibitor: 3; MCL1 BIM primary: -2; Fam108B inh: -4; ZTA counter: -4; Efflux pump inh: 0.2

How did CC(C(=O)Nc1ccc(OCc2ccccc2)cc1)N1CCCC1 (stereo not given) do in these assays?
MEX-5 binding: -1.0; CR mimetic SO: 105; BCLXL inh: 1; GLD-1 RNA inh: -1; EBNA-1 inhibitor: -2; MCL1 BIM primary: 0; Fam108B inh: -5; ZTA counter: 8; Efflux pump inh: 0.0
